Assay outcomes from PubChem BioAssay.
Pol kappa inh = inhibitors of human DNA polymerase kappa; purified Pol kappa, fluorescent DNA synthesis assay, 10 min; Potency, µM (doses to about 107 µM), inactives show at the highest dose activity, negative = inhibition, usual class: inhibitors; actives 0.53% (n = 400,000); Q9UBT6; further: potency means the concentration at half of the fitted maximal effect; on the % scale 0 is the no-effect control and ±100 the full control effect
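10 nM Pol kappa preincubated 15 min at room temperature with compounds, then reaction started with substrate at 50 nM final. Fluorescence read kinetically at 0 and 10 min; buffer-only wells served as negative control.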
APEX1 inh = blocks human APE1 abasic DNA cleavage; P27695; Potency, µM (series often up to 65.8 µM), for the others: at the highest dose activity change, negative = inhibition, most hits filed as inhibitors; recombinant APE1, TAMRA/BHQ-2 abasic DNA cleavage fluorescence; actives 0.35% (n = 350,000);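 further: potency means the concentration at half of the fitted maximal effect; plate controls were vehicle for no effect and reference inhibitor for full effect; nearly all actives have a fitted effect of over 55% in size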
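Enzyme (0.75 nM final) and test compound are incubated 15 min at room temperature before adding 50 nM quenched THF abasic-site duplex. Cleavage dequenches TAMRA, followed at 525/598 nm over three reads one minute apart.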
Anesthetic bind = binds horse apoferritin like a general anesthetic; apoferritin/1-aminoanthracene competitive binding, fluorescence; P02791; actives 0.074% (n = 350,000); Potency, µM (top dose mostly 77.5 µM), for inactives: at the highest dose activity change, negative = displacement, most hits filed as inhibitors; further: potency means the concentration at half of the fitted maximal effect; on the % scale 0 is the no-effect control and ±100 the full control effect; nearly all actives have a fitted effect of over 20% in size
Target sequence (P02791 2-175 limits assumed): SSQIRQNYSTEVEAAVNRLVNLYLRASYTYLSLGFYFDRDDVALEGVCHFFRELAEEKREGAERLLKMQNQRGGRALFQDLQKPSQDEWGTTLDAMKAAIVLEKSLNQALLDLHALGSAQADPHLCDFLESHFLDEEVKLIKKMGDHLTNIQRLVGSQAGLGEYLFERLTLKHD
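Steps: apoferritin (10 uM) was premixed with half-saturated 1-AMA in PBS, compounds were pin-transferred, plates stood 10 min at room temperature, fluorescence was read at 380/535 nm, and curves were fitted with a Hill equation.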
POLH inh = inhibitors of human DNA polymerase eta; Q9Y253; recombinant Pol eta, fluorescent DNA replication assay; Potency, µM (highest dose often 114 µM), for the others: at the highest dose activity change, negative = inhibition, actives largely listed as inhibitors; actives 1.2% (n = 390,000); AID 588591; further: potency means the concentration at half of the fitted maximal effect; on the % scale 0 is the no-effect control and ±100 the full control effect
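Pol eta at 10 nM preincubated with compounds 15 min at room temperature; reaction started with fluorescent substrate (50 nM final) and read kinetically at 0 and 10 min.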
BLM inh = Bloom syndrome helicase (human) inhibition; Potency, µM (doses to about 56.1 µM), without a hit: top-dose activity change, negative = inhibition, usual class: inhibitors; P54132; actives 0.2% (n = 350,000); recombinant BLM DNA unwinding, fluorescence dequenching;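 further: potency means the concentration at half of the fitted maximal effect; plate controls were vehicle for no effect and no enzyme for full effect; nearly all actives have a fitted effect of over 35% in size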
POLB inh = DNA polymerase beta (human) inhibition; Potency, µM (highest dose often 114 µM), for the others: top-dose activity change, negative = inhibition, hits mostly inhibitors; AID 485314; actives 1.3% (n = 340,000); Pol beta primer extension/strand displacement, fluorescence kinetic; further: potency means the concentration at half of the fitted maximal effect; on the % scale 0 is the no-effect control and ±100 the full control effect
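Human Pol beta at 10 nM; strand-displacement substrate 50 nM final. Compound exposure 15 min at room temperature before start, reaction 10 min at room temperature.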
RXFP1 antag = blocks the human relaxin receptor RXFP1; HEK293-RXFP1, relaxin-stimulated cAMP HTRF, 30 min; active compounds read low; activity change, negative = inhibition, % at 57.5 µM; actives 0.59% (n = 350,000); AID 1259400;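 active means activity change of -60% or lower, but not beyond a set lower limit; inconclusive means change between -60% and -40%, or beyond the set limit; inactive means change above -40%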; further: on the % scale 0 is the no-effect control and ±100 the full control effect
Tb PGK inh = T. brucei PGK inhibition | P07378 | PGK/GAPDH coupled, Kinase-Glo luminescence, 60 min | Potency, µM (series often up to 57.5 µM), inactives show at the top dose activity change, negative = inhibition, usual class: inhibitors | actives 0.043% (n = 380,000); further: potency means the concentration at half of the fitted maximal effect; on the % scale 0 is the no-effect control and ±100 the full control effect; nearly all actives have a fitted effect of over 60% in size
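Recombinant glycosomal PGK reaction used 1,3-bisphosphoglycerate generated in-well by GAPDH (100nM final) in 100mM TEA pH 7.6, 5mM MgCl2, 0.01% Tween-20. After 60 minutes at room temperature, ATP was read by Kinase-Glo Plus luminescence end-point.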
POLI inh = blocks human DNA polymerase iota activity; Q9UNA4; AID 588590; Pol iota fluorescent replication assay, 10 min; Potency, µM (highest dose often 115 µM), for inactives: at the top dose activity, negative = inhibition, usual class: inhibitors; actives 1% (n = 390,000); further: potency means the concentration at half of the fitted maximal effect
Target sequence (Q9UNA4 whole entry, looked up): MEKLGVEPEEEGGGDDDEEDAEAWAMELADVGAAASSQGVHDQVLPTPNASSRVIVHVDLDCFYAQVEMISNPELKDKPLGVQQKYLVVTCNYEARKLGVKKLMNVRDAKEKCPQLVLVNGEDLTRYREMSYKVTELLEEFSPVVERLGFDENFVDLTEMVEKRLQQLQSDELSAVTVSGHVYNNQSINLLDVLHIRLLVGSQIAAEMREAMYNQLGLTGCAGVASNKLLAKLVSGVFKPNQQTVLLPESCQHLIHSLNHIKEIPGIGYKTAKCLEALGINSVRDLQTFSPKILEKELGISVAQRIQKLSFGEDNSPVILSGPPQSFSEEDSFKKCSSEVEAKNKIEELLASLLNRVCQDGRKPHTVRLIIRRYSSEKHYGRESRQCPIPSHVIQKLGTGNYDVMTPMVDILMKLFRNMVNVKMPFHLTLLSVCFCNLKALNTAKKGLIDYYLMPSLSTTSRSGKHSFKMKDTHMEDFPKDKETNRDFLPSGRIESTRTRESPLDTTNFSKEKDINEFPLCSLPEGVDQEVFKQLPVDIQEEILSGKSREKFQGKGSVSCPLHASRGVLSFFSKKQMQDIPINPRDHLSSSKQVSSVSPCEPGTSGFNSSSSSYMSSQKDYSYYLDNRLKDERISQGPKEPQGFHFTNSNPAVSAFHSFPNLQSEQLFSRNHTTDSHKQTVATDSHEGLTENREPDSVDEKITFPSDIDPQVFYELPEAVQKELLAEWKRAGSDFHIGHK
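Pol iota at 10 nM preincubated 15 min with compounds at room temperature; reaction started with fluorescent substrate, 50 nM final. Fluorescence read kinetically at 0 and 10 min; buffer-only wells as negative control.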
* marks the source's active call; other numbers are inactive results; i = inactive; u = inconclusive; x = no result given; & = joins results of further samples; [ ] = dose if it differs, or a comment. Unless noted, the call rests on the fitted dose curve; in most records, active means well fitted curve in the direction sought with a large enough effect; inconclusive means small, poorly fitted or top-dose-only effect, or another doubt; inactive means no such curve, though single readings can be large; an effect the other way counts as inactive or inconclusive. An excerpt; rates above refer to the full screens.

POLH inh	Pol kappa inh	POLI inh	BLM inh	APEX1 inh	POLB inh	RXFP1 antag	Tb PGK inh	Anesthetic bind	compound
-5%	-16%	-11%	-1%	-8%	-2%	-3	0%	u	CCOc1ccc(C(=O)N/N=C(\c2ccccc2)c2ccccn2)cc1
-11%	0%	-11%	x	8%	x	x	0%	x	CCC(C)Sc1ccc([C@H]2N[C@@](CC(C)C)(C(=O)OC)[C@H]3C(=O)N(C)C(=O)[C@@H]23)cc1 (stereo partly drawn)
2%	-14%	68%	4%	-1%	5%	-9	1%	-8%	O=C(O)CSc1ncnc2sc(-c3ccccc3)cc12
-17%	1%	27%	0%	5%	-8%	-3	-3%	-5%	Cc1ccn2c(CNCCn3nc(C)cc3C)c(C(=O)N3CCCCCC3)nc2c1
-5%	-6%	0%	-8%	1%	1%	5	0%	u	Cc1ccc(C(=O)CSc2nnc(CNc3nc(-c4ccccc4)cs3)n2C)cc1
-21%	-2%	28%	x	-10%	x	10	-7%	x	CC(NC(=O)c1ccccc1Cl)C(=O)OCc1cn2cc(Cl)ccc2n1 (stereo not drawn)
-11%	-2%	26%	-1%	-6%	1%	10	0%	-9%	O=C(Nc1ccc2c(c1)OCCO2)C1CCN(S(=O)(=O)c2cccs2)CC1
-13%	10%	-17%	-2%	51%[activator]	-1%	x	i	-19%	CCCn1c(C2CCCN2c2nc(-c3ccc(C)cc3)cs2)nc2cc(Cl)c(N3CCCCC3)cc21 (stereo not drawn)
5%	-1%	-14%	1%	4%	1%	-1	-5%	-8%	Cc1cc(NCc2ccccc2)n2ncnc2n1
-10%	-6%	-20%	-8%	5%	-30%	-20	-2%	-17%	CC(C)c1c(C(=O)N/N=C/c2cccc3ccccc23)nnn1-c1nonc1N
-1%	-5%	33%[activator]	-1%	x	0%	-5	i	-14%	CCOc1ccccc1NC(=O)Cn1c(=O)n(Cc2nc(C)no2)c(=O)c2ccccc21
-19%	-3%	105%[activator]	-1%	11%	-1%	6	1%	u	COc1ccc(CCNC(=O)C(=O)NCc2ccc(Cl)cc2)cc1OC

Next results:
POLH inh	Pol kappa inh	POLI inh	BLM inh	APEX1 inh	POLB inh	RXFP1 antag	Tb PGK inh	Anesthetic bind	compound
-10%	-13%	13%	-4%	9%	-1%	10	-9%	-3%	CCC/C(O)=C1\C(=O)CCCC1=NCCc1c(C)[nH]c2ccc(C)cc12
-6%	-2%	u	3%	3%	-16%	4	-9%	-3%	CCOC(=O)C1CCN(c2ncnc3c(C)csc23)CC1
-4%	5%	17%	-3%	-6%	38%	-10	-13%	-7%	COc1ccc(S(=O)(=O)N2C3CCC2CC(NC(=O)C2CC2)C3)cc1 (stereo not drawn)
-9%	5%	32%[activator]	-3%	1%	39%	5	-4%	12%	NC(=O)CSc1nnc(-c2ccccn2)n1N
-7%	6%	93%[activator]	-9%	3%	-1%	-16	i	-1%	COc1ccc(-c2csc3ncnc(N4CCN(CCO)CC4)c23)cc1
-3%	-9%	12%	x	19%	x	7	-4%	x	Nc1oc2ccccc2c1C(=O)Cc1ccccc1O[C@@H]1O[C@H](CO)[C@@H](O)[C@H](O)[C@H]1O
-12%	-1%	-18%	-2%	6%	-2%	-20	x	-20%	O=C(CCCc1ccccc1)c1ccc2c(c1)OCCO2
-12%	-18%	5%	-10%	27%	1%	-7	i	-11%	CCN(CC)c1ccc(CNC(=O)C/C(C)=N/NC(=O)COc2ccc(C)cc2Br)cc1
4%	4%	-14%	x	-24%	x	x	-5%	x	CC(C)(C)OC(=O)C[C@@H]1C/C=C\C[C@H](CC(=O)N[C@H](CO)Cc2ccccc2)C(=O)N[C@@H](Cc2c[nH]c3ccccc23)COC1=O
-13%	3%	15%	0%	x	32%	-7	0%	-5%	COCCn1c(CCC(=O)Nc2cc(C)ccc2C)nc2cccnc21
-21%	-18%	16%	-11%	12%	10%	0	2%	-3%	CC(=O)Nc1ccc(S(=O)(=O)N(C)CC(=O)OC(C)C(=O)N(C)Cc2ccccc2)cc1 (stereo not drawn)
u	-1%	-3%	-9%	-9%	3%	-69*	-8%	49%[activator]	COc1cccc(N2CCN(c3ncnc4c3[nH]c3ccc(F)cc34)CC2C)c1 (stereo not drawn)

Additional compounds follow:
POLH inh	Pol kappa inh	POLI inh	BLM inh	APEX1 inh	POLB inh	RXFP1 antag	Tb PGK inh	Anesthetic bind	compound
-16%	13%[60.1 µM]	-11%	-6%	-7%	-1%	-6	-10%	-8%	COc1cccc(C2c3[nH]c4ccccc4c3CCN2Cc2cccn2-c2ncccn2)c1 (stereo not drawn)
1%	11%	-6%	2%	63%[activator]	6%	0	x	-8%	O=C(Cc1ccc(Cl)cc1)Nc1ccccn1
2%	11%	-17%	-3%	x	27%	u	-8%	-5%	Cc1ccc(NC(=O)Cc2coc3ccc(C(C)C)cc23)c(C)c1
-14%	0%	30%	x	x	x	-15	-1%	x	CC(OC(=O)c1cccc(-n2cnnn2)c1)C(=O)Nc1ccc(F)c(F)c1F (stereo not drawn)
-4%	8%	4%	2%	3%	15%	x	9%	5%	CC(=O)Nc1c(O)nc(SCc2ccc(Cl)cc2)[nH]c1=O
8%	-8%	15%	0%	-1%	10%	-9	-6%	-8%	CCCN(C(=O)c1ccccc1N)c1c(C)n(C)n(-c2ccccc2)c1=O
-6%	-3%	1%	1%	0%	10%	7	-4%	-21%	CC(C(=O)N=c1sc2ccccc2n1C)N1C(=O)C2CC=CCC2C1=O (stereo not drawn)
-19%	1%	4%	-10%	-5%	-9%	x	-3%	10%	Cc1ccc(-c2noc(CN(C(=O)c3cccc(Br)c3)C(C)C)n2)cc1
-10%	-14%	10%	-3%	2%	12%	-3	1%	-8%	CCOC(=O)C(C)Oc1c(Br)cc(C2NC(=O)NC(C)=C2C(C)=O)cc1OCC (stereo not drawn)
-3%	3%	28%	-10%	u	19%	-16	i	-15%	CCCn1c(=N)n(CC(O)COc2cccc(C)c2)c2ccccc21 (stereo not drawn)
-6%	-2%	4%	0%	-8%	14%	-3	i	-9%	COc1ccc(CNC(=O)C(C)OC(=O)c2cccn2C)cc1 (stereo not drawn)
-8%	4%	13%	-7%	-9%	1%	-10	0%	-1%	CCN1CCN(CCNC(=O)CSCc2nc(-c3ccc(OC)c(OC)c3)oc2C)CC1

Carrying on.
POLH inh	Pol kappa inh	POLI inh	BLM inh	APEX1 inh	POLB inh	RXFP1 antag	Tb PGK inh	Anesthetic bind	compound
-6%	-7%	46%	-2%	1%	1%	3	-6%	-5%	Cc1ccc(/C=N/N=C2/NC(=O)CS2)o1
-16%	-8%	16%	2%	-1%	-6%	9	2%	-3%	O=C1CCC([N+](=O)[O-])C(c2cc3c(cc2Br)OCO3)N1 (stereo not drawn)
-19%	12%	52%[activator]	-3%	-2%	42%	-10	-10%	u	Cc1ccccc1-c1cc(-c2ccccc2O)on1
-7%	-22%	-3%	4%	-14%	24%	15	-3%	-2%	CC1CCCC(C)N1CCCNC(=O)Cn1c(=O)c2cccn2c2cccnc21 (stereo not drawn)
-12%	-2%	29%	-3%	-1%	-28%	-3	-8%	-12%	O=c1c2c3c(sc2nc(NCCO)n1Cc1ccco1)CCCCC3
-4%	-9%	131%[activator]	-5%	1%	-8%	5	-1%	6%	COc1ccc(NC(=O)CSc2nc3c(c(=O)n2-c2ccc(C)cc2)SCC3)c(OC)c1
-11%	-3%	-7%	0%	5%	18%	-11	i	6%	O=C(NCCN1C(=O)S/C(=C\c2ccc(Cl)cc2)C1=O)c1ccc(F)c(S(=O)(=O)N2CCOCC2)c1
-10%	-19%	3%	1%	8%	46%	10	5%	-7%	CC(C)N1CCN(Cc2ccc3nsnc3c2)CC1CCO (stereo not drawn)
-13%	7%	95%[activator]	-9%	72%[activator]	2%	-1	5%	0%	O=C(CN1CCC(NC(=O)C2CC2)CC1)Nc1ccccc1[N+](=O)[O-]
-1%	-12%	-2%	-6%	x	9%	x	3%	168%[activator]	CCc1ccc(NCc2cc3cc4c(cc3n(CC(=O)Nc3ccccc3Cl)c2=O)OCO4)cc1
1%	1%	10%	-2%	-5%	21%	-18	-5%	3%	COc1ccc(N2CC(C(=O)Nc3ccc([N+](=O)[O-])cc3Br)CC2=O)cc1 (stereo not drawn)
-13%	5%	15%	0%	2%	32%	1	2%	-9%	NS(=O)(=O)c1ccc(NC(=O)CSc2nnc(-c3cnccn3)n2-c2ccccc2)cc1

Continued:
POLH inh	Pol kappa inh	POLI inh	BLM inh	APEX1 inh	POLB inh	RXFP1 antag	Tb PGK inh	Anesthetic bind	compound
8%	-19%	69%[activator]	-10%	5%	2%	-1	i	-7%	CC(=O)OC(C#CCN1CCOCC1)c1ccccc1 (stereo not drawn)
x	6%[60.1 µM]	u	-7%&-2%	u	x	x	x	x	O=C(O)[C@@H](O)[C@@H](O)[C@H](O)[C@H](O)CO
-15%	3%	-18%	-7%	u	23%	-8	-3%	-11%	Cc1nsc(Nc2ccccc2)c1C#N
-24%	-3%	111%[activator]	6%	-8%	51%	-2	-6%	-17%	Cc1c(CCOC(=O)c2ccccc2)sc[n+]1CC(=O)c1ccc(Br)cc1

Rewritten field by field: entries from further up.
O=C(O)[C@@H](O)[C@@H](O)[C@H](O)[C@H](O)CO
  POLH inh: x
  Pol kappa inh: 6%[60.1 µM]
  POLI inh: u
  BLM inh: -7%&-2%
  APEX1 inh: u
  POLB inh: x
  RXFP1 antag: x
  Tb PGK inh: x
  Anesthetic bind: x
Cc1nsc(Nc2ccccc2)c1C#N
  POLH inh: -15%
  Pol kappa inh: 3%
  POLI inh: -18%
  BLM inh: -7%
  APEX1 inh: u
  POLB inh: 23%
  RXFP1 antag: -8
  Tb PGK inh: -3%
  Anesthetic bind: -11%
Cc1c(CCOC(=O)c2ccccc2)sc[n+]1CC(=O)c1ccc(Br)cc1
  POLH inh: -24%
  Pol kappa inh: -3%
  POLI inh: 111%[activator]
  BLM inh: 6%
  APEX1 inh: -8%
  POLB inh: 51%
  RXFP1 antag: -2
  Tb PGK inh: -6%
  Anesthetic bind: -17%
